From PubChem
Gli-Sufu antag: Gli-Sufu pathway antagonists, primary screen, luciferase luminescence, Sufu-KO-LIGHT cells, uHTS | Sufu-KO-LIGHT fibroblasts, Gli luciferase reporter luminescence | inhibition, % at 5 µM | 0.74% of 340,000 active;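 active = inhibition above about 55%, limit read from the data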;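 note: 0% = DMSO-treated cells and 100% = wells with medium but no cells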
CCR6 antag: CCR6 receptor antagonists, primary screen, cell-based, CHO-K1, luminescence, beta-arrestin, uHTS; CHO-K1 CCR6 PathHunter beta-arrestin, CCL20-stimulated; inhibition, % at 20 µM; 0.49% of 340,000 active;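 active = compounds whose inhibition of the agonist-driven luminescence signal at 20 µM reaches about 50%, limit read from the data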;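 note: cells stimulated with CCL20 at 14 nM final; plate controls were DMSO with CCL20 for no effect and DMSO without agonist for full effect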
CXCR6 block: CXCR6 receptor inhibitors, primary screen, cell-based, beta-arrestin, luminescence, CHO-K1 PathHunter, 1536-well. C-X-C chemokine receptor type 6 (Homo sapiens), O00574. inhibition, % at 20 µM. 0.36% of 360,000 active; in the data active = inhibition above about 34%, passing the limit was not always enough;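 note: antagonist mode with CXCL16 agonist at 10 nM final; 0% = 10 nM CXCL16 with DMSO and 100% = unstimulated wells without agonist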
Target sequence (O00574 whole entry, looked up): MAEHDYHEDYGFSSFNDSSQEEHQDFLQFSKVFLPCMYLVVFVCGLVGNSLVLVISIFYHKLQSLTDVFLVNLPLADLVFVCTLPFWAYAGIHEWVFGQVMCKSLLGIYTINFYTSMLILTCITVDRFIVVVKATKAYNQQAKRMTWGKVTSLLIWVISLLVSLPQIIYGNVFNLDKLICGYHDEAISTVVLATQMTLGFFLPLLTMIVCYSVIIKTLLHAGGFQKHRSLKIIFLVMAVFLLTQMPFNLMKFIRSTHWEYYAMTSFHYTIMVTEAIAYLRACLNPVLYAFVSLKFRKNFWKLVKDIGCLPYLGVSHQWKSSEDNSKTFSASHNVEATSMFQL
APJ antagonist: antagonists of human apelin receptor APJ, primary screen, CHO-K1 cells, beta-arrestin complementation, luminescence; inhibition, % at 20 µM; 0.32% of 330,000 active;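 active = inhibition above about 40% at 20 µM, limit read from the data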;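 note: cells challenged with 10 nM apelin-13 agonist together with compound; plate controls were apelin-13 plus DMSO wells for no effect and DMSO wells lacking apelin-13 for full effect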
ATG4B inhibitor: ATG4B protease inhibitors, primary screen, biochemical, fluorescence, uHTS. 0.51% of 340,000 active. ATG4B cleavage of LC3-PLA2, NBD-HPC fluorescence, 1 h. Cysteine protease ATG4B (Homo sapiens), Q9Y4P1. inhibition, % at 8.33 µM; in the data active = inhibition above about 40%
APJ ag: agonists of human apelin receptor APJ, primary screen, CHO-K1 cells, PathHunter beta-arrestin, luminescence | 0% DMSO wells, 100% apelin | activation, % at 20 µM | 0.11% of 330,000 active | AID 2520, 2010;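 active = activation more than six SD over the plate average, tested at 20 µM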;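 note: 0% = DMSO alone and 100% = apelin-13 at 10 nM; some results filed as inactive read as strong as hits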
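Material: CHO-K1 APJ beta-arrestin complementation cell line; Input: cell density 1000 per well; Incubation: compound stimulation 90 min at 25 °C, detection 60 min; Signal: luminescence from split beta-galactosidase complementation, Galacton Star/Emerald II substrate; Controls: DMSO-only wells as negative, 10 nM Apelin-13 as positive control.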
UBC13 inh: UBC13 polyubiquitin chain formation inhibitors, primary screen, biochemical, TR-FRET, uHTS | Ubiquitin-conjugating enzyme E2 N (Homo sapiens), P61088 | inhibition, % at 20 µM | 0.47% of 330,000 active; in the data active = inhibition above about 45%, passing the limit was not always enough
Target sequence (P61088 whole entry, looked up): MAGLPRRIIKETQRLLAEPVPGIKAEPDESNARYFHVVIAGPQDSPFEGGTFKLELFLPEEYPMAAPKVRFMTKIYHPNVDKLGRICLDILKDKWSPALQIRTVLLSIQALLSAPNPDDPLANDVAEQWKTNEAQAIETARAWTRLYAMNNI
EBI2 antag: EBI2 receptor antagonists, beta-arrestin recruitment, primary screen, cell-based, luminescence, 7a,25-OHC stimulation, uHTS | 0.81% of 360,000 active | AID 651636, 2012 | inhibition, % at 5 µM | 7a,25-OHC stimulated | G-protein coupled receptor 183 (Homo sapiens), P32249; in the data active = inhibition above about 38%;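 note: enzyme fragment complementation signal reports receptor beta-arrestin coupling in cells; 0% = agonist plus DMSO wells and 100% = wells without agonist; some results beyond the cut were filed as inactive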
Target sequence (P32249 whole entry, looked up, the tested form may be a part): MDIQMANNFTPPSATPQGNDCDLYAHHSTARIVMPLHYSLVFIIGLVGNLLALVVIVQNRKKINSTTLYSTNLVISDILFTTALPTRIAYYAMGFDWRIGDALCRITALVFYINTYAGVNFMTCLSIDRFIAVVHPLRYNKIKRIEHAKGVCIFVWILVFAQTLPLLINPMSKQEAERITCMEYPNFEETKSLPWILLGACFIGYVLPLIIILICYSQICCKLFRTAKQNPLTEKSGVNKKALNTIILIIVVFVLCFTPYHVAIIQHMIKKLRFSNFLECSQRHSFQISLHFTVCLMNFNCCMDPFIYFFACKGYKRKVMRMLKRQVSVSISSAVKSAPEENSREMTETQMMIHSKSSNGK
Active calls of the source: *; nt = no result given; & = joins results of further samples.

SMILES	Gli-Sufu antag	CCR6 antag	CXCR6 block	APJ antagonist	ATG4B inhibitor	APJ ag	UBC13 inh	EBI2 antag
O=C(NCC(=O)N(Cc1ccco1)C(C(=O)NC1CCCCC1)c1ccncc1)c1cccs1 (stereo not drawn)	-2	14	9	0	3	-5	16	-8
CCOC(=O)Cc1cnc(NC(=O)CSc2nc3ncnc(N)c3[nH]2)s1	2	-5	-5	-14	-1	-2	-13	7
Cc1ccc(S(=O)(=O)Nc2c(O)ccc3ccccc23)cc1	11	0	-12	-22	-3	7	-11	-8
O=C(N/N=C/c1ccccc1)c1ccco1	-20	7	1	-33	-2	6	3	10
COc1ccc(CNC(=O)CCSc2ccc(F)cc2)cc1OC	2	2	-12	-20	-7	0	-10	-7
O=C(Cn1ncc2ccccc21)N1CCN(c2cccc(C(F)(F)F)c2)CC1	56*	-5	1	21	2	-4	0	-13
COc1ccc(S(=O)(=O)Nc2cccc(S(=O)(=O)N3CCCCCC3)c2)cc1	8	13	-4	nt	18	nt	nt	-11
O=[N+]([O-])c1ccc(O)c(N=Cc2sc3ccccc3c2O)c1	-18	54*	20	nt	-4	nt	nt	35
CCOC(=O)NC(NC(=S)Nc1ccc(OC)cc1)C(Cl)(Cl)Cl (stereo not drawn)	11	6	4	12	0	-1	-4	-8
Cc1ccc(NCc2cccnc2)cc1	-1	3	-8	12	0	-2	3	5
Cn1c(=O)n(C)c2cc(C(=O)c3ccccc3)ccc21	-6	8	2	-16	1	-5	0	-4
CCn1c(=NC(=O)c2ccco2)sc2cccc(F)c21	-21	7	0	-4	40	0	22	-2
O=C1c2c(Br)c(Br)c(Br)c(Br)c2C(=O)N1c1ccccn1	-3	3	18	-4	-4	-3	-17	0
CCCc1cc(=O)oc2c(C)c(OCC(=O)NC3CCN(Cc4ccccc4)CC3)ccc12	3	14	8	-8	-1	0	20	-1
CCn1c(Cc2ccc(OC)cc2)nnc1SCC(=O)N1CCN(c2ccccc2)CC1	4	14	-5	4	-4	-5	5	-5
c1cn2c(Nc3ccc4c(c3)OCCO4)c(-c3ccc(N4CCOCC4)cc3)nc2cn1	-20	1	6	5	-2	-1	9	18
Cc1cccc(Nc2nc(N)nc(CSC(=S)N3CCOCC3)n2)c1	nt	4	-18	-29	-1	4	24	-3
CNc1nc(N)c([N+](=O)[O-])c(NCCO)n1	1	-8	-9	17	-5	0	-8	-5
Nc1ncnc(N2CCOCC2)n1	2	5	-2	nt	-2	nt	nt	3
COCc1cc(C)n(CC(=O)OC)c(=O)c1C#N	-3	-14	1	4	-8	-2	-1	-10
CCOc1ccccc1-c1nc(CN2CCCN(C(=O)c3ccco3)CC2)c(C)o1	3	7	7	19	9	0	-2	-2
COc1ccc(CNC(=O)CCN2C(=O)c3ccncc3C2=O)cc1OC	2	4	-2	-6	-5	0	16	-3
CC(C)(C)n1nc2c(c1NC(=O)c1ccc(F)c(F)c1)CS(=O)(=O)C2	5	-3	5	-10	2	5	-2	-3
C#CCOCCOCCOCCNc1nc(N2CCN(C(=O)CCCCCCCCCCNC(=O)[C@@H](CCSC)n3cc(CCO)nn3)CC2)nc(N2CCN(C(=O)CCCCCCCCCCNC(=O)[C@@H]([C@H](C)O)n3cc(C)nn3)CC2)n1	21	8	8	22	-20	1	22	14
COc1ccc(Cl)cc1NC(=O)COC(=O)C(CC(C)C)N1C(=O)C2CC=CCC2C1=O (stereo not drawn)	1	15	7	4	-35	0	5	25

Six compounds from above, sorted by count of non-hydrogen atoms, rising:
SMILES	Gli-Sufu antag	CCR6 antag	CXCR6 block	APJ antagonist	ATG4B inhibitor	APJ ag	UBC13 inh	EBI2 antag
Nc1ncnc(N2CCOCC2)n1	2	5	-2	nt	-2	nt	nt	3
Cc1ccc(NCc2cccnc2)cc1	-1	3	-8	12	0	-2	3	5
Cc1cccc(Nc2nc(N)nc(CSC(=S)N3CCOCC3)n2)c1	nt	4	-18	-29	-1	4	24	-3
COc1ccc(CNC(=O)CCN2C(=O)c3ccncc3C2=O)cc1OC	2	4	-2	-6	-5	0	16	-3
c1cn2c(Nc3ccc4c(c3)OCCO4)c(-c3ccc(N4CCOCC4)cc3)nc2cn1	-20	1	6	5	-2	-1	9	18
C#CCOCCOCCOCCNc1nc(N2CCN(C(=O)CCCCCCCCCCNC(=O)[C@@H](CCSC)n3cc(CCO)nn3)CC2)nc(N2CCN(C(=O)CCCCCCCCCCNC(=O)[C@@H]([C@H](C)O)n3cc(C)nn3)CC2)n1	21	8	8	22	-20	1	22	14

Returning to the listing with the two entries that preceded the break.
SMILES	Gli-Sufu antag	CCR6 antag	CXCR6 block	APJ antagonist	ATG4B inhibitor	APJ ag	UBC13 inh	EBI2 antag
C#CCOCCOCCOCCNc1nc(N2CCN(C(=O)CCCCCCCCCCNC(=O)[C@@H](CCSC)n3cc(CCO)nn3)CC2)nc(N2CCN(C(=O)CCCCCCCCCCNC(=O)[C@@H]([C@H](C)O)n3cc(C)nn3)CC2)n1	21	8	8	22	-20	1	22	14
COc1ccc(Cl)cc1NC(=O)COC(=O)C(CC(C)C)N1C(=O)C2CC=CCC2C1=O (stereo not drawn)	1	15	7	4	-35	0	5	25
CCOc1ccc(S(=O)(=O)N2CCC(C(=O)N3CCN(c4ccccc4)CC3)CC2)cc1	4	17	-7	2	7	0	-4	4
Cc1ncn(-c2ccc(C(=O)Oc3ccccc3)cn2)n1	-6	4	0	-5	8	2	8	-1
CN1CCc2c(c3c(n2C)CCN(C)[C@@H]3c2cccnc2)[C@H]1c1cccnc1	-6	-1	4	16&9	8	-2&-2	0&8	1
O=C(NCCO)c1c(-c2ccc3c(c2)OCO3)noc1-c1ccsc1	-2	2	-8	nt	4	nt	nt	1
Cc1c(NC(=S)N/N=C/c2ccc(Br)cc2)c(=O)n(-c2ccccc2)n1C	4	8	0	-2	-3	-2	-3	3
O=S(=O)(NCc1cccnc1)c1cccc2nsnc12	0	4	-1	9	4	-2	5	3
S=C(NCc1ccco1)Nc1ccc(Cl)cc1Cl	-28	16	-5	-8	-8	-1	9	0
COc1ccc(-n2nc(C(=O)NCC(=O)N3CCC(C(N)=O)CC3)c3ccccc3c2=O)cc1OC	23	8	4	0	-3	-3	5	-3
CC(C)N(O)C(=O)NC(C)(C)C	-4	-6	-1	10	0	-7	2	0
S=C(N/N=C/c1ccccc1Cl)Nc1cccc(Cl)c1Cl	39	16	6	9	-4	-7	-12	36
COc1cccc(CNS(=O)(=O)c2ccc3c(c2)CCN3C(=O)C2CC2)c1	2	-6	3	-5	-9	-2	-1	2
COc1ccc(-c2noc3c2-c2nc(-c4ccc(Cl)cc4)sc2CC3)cc1	-9	3	3	23	-6	-7	33	-12
O=C(CN1CCCC1)N1c2ccccc2Sc2ccc(Cl)cc21	18	16	1	-9	-4	-3	0	-5
O=C(NC(=S)NCC1COc2ccccc2O1)c1ccccc1 (stereo not drawn)	-4	7	4	1	12	-3	-2	-8
CC(=O)Oc1ccc(C(=O)Nc2nccs2)cc1	-63	9	6	12	-1	0	-2	-8
O=C(NC1CCN(C(=S)Nc2ccccc2)CC1)C1CCCCC1	-10	3	0	-10	-11	-2	-6	-9
CCC[N+](CC#Cc1ccccc1)(CCC)CC(=O)OC	3	-9	-11	6	7	-2	5	-3
COc1ccc(S(=O)(=O)N2CCCC(C(=O)NCc3cccnc3)C2)cc1 (stereo not drawn)	-23	-6	-4	-5	-3	1	6	8
CCOc1ccc(NC(=O)Nc2cc(-c3ccccc3)sc2C(=O)OC)cc1	3	6	-4	-48	15	-1	11	46*
CCOc1ccccc1Nc1ccnc2cc(Cl)ccc12	44	8	-3	17	25	-5	3	19
COc1cccc(COC(=O)C2CC(=O)N(Cc3ccc(C)cc3)C2)c1OC (stereo not drawn)	-13	5	2	-6	-8	-1	4	2
COC(=O)Cc1ccc(NC(=O)c2ccc(NC(=O)c3ccco3)cc2)cc1	4	-4	1	-21	-17	-1	-1	6
COc1ccc(-c2ccc3c(c2)[C@@H]2C[C@H](N(C)C(=O)C(C)(C)C)[C@H]([C@H](C)O)C(=O)N2CC3)cc1	-3	-3	7	nt	-7	nt	nt	15
O=C(OCc1nnc(-c2ccc(Cl)cc2)o1)c1ccncc1	-3	14	-2	5	-10	10	0	7
Cc1nnc(N2C(=O)C(O)=C(C(=O)c3ccco3)C2c2ccc(F)cc2)s1 (stereo not drawn)	-2	-1	-2	9	-10	3	-7	-5
(list continues)
SMILES	Gli-Sufu antag	CCR6 antag	CXCR6 block	APJ antagonist	ATG4B inhibitor	APJ ag	UBC13 inh	EBI2 antag
CCOC(=O)C1CCN(S(=O)(=O)c2ccc(-c3ccccn3)s2)CC1	6	3	-11	2	-6	0	-3	0
Cc1cccc(C)c1NC(=O)CN(C)C(=O)CSCc1c(C)noc1C	-6	11	5	-24	-1	-1	3	3
COC(=O)c1cc(NC(=O)CC2C(=O)NCCN2C(=O)c2ccccc2)cc(C(=O)OC)c1 (stereo not drawn)	-8	1	-2	-17	-3	-1	0	-9
Cc1ccsc1C(=O)OCC(=O)c1ccc(OC(F)F)cc1	-7	1	-11	-7	10	-2	8	10
COc1ccc(OCCN2CCOCC2)cc1	0	-5	-13	19	-5	-2	0	-5
CCCS(=O)(=O)N1CCCC(C(=O)NCc2ccco2)C1 (stereo not drawn)	-5	-6	6	2	5	-2	3	-12
C#CCNC(=O)C1=C[C@H](C(C)(C)C)C[C@H](OCc2ccc(CO)cc2)O1	-11	6	4	16	-12	-3	4	-7
O=C1CN(c2ccccc2)C(=S)N1C(=O)c1ccc(Br)cc1	-65	9	-8	12	29	-1	-4	1
COc1ccc(C(=O)NCCCOc2cccc(NC(C)=O)c2)cc1	-1	6	-9	0	-4	-5	5	-4
Cc1ccc(NC(=O)NC(=O)N(C(C)C)S(=O)(=O)c2ccc(C)cc2)cc1	1	6	0	-8	1	-4	20	-5
CC(C)(O)C(O)COc1c2ccoc2cc2oc(=O)ccc12 (stereo not drawn)	38	-17	-2	-59	-27	0	-1	-1
O=C(/C=C/c1ccco1)NC(=S)Nc1ccccn1	-50	16	4	14	-3	-7	-8	1
O=c1c2ccccc2c(C=NCCCN2CCOCC2)c(O)n1Cc1ccc2c(c1)OCO2	6	5	6	22	-4	-2	21	-5
CNc1nc(=S)[nH]c2ccccc12	11	-2	0	-1	-6	-2	-6	9
